High-throughput results (PubChem BioAssay)
Giardia killer: Small Molecules that selectively kill Giardia lamblia: qHTS | Giardia lamblia trophozoite viability | activity change, % at 7.66 µM, hits read low | 340,000 compounds, 0.15% hits; in the data active = activity change below about -80%; inconclusive = between about -30% and that limit;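 note: parasites exposed to compound for two days anaerobically before the ATP read; % is set by controls: 0 for no effect and ±100 for the full control effect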
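Anaerobic 48 hrs incubation at 37 deg C of 100 trophozoites/well with test compounds; ATPLite 1-Step luminescence, 15-30 min RT, reports cellular ATP as viability.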
FLuc counter: qHTS profiling assay for firefly luciferase inhibitor/activator using purifed enzyme and Km concentrations of substrates (counterscreen for miR-21 project); Luciferin 4-monooxygenase (Photinus pyralis), P08659; purified FLuc, Km substrates, luminescence inhibition; Potency, µM (top dose mostly 57.5 µM), without a hit: at the top dose activity change, negative = inhibition, usual class: inhibitors; 360,000 compounds, 6.9% hits;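 note: potency is the fitted concentration of half-maximal effect; plate controls were vehicle for no effect and reference inhibitor for full effect; nearly all actives have a fitted effect of over 55% in size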
Target sequence (P08659 whole entry, looked up): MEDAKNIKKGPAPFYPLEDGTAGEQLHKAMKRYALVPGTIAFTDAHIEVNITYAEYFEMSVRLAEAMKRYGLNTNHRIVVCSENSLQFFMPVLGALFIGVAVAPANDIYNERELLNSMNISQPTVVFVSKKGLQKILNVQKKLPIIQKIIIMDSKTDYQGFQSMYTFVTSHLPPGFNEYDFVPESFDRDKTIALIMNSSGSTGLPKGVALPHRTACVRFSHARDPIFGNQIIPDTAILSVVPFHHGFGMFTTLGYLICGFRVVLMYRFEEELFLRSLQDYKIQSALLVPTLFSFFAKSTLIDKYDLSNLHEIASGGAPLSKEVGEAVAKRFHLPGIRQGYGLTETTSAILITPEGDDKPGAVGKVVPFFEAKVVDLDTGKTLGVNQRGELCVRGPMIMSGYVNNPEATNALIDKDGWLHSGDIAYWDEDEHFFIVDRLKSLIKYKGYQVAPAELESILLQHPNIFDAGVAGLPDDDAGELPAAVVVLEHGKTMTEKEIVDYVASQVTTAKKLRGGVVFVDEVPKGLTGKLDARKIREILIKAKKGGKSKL
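Purified P. pyralis luciferase (10nM final) with 10uM D-luciferin and 10uM ATP (Km levels) in 50mM Tris acetate pH 7.5, 10mM Mg acetate, 0.01% Tween-20, 0.05% BSA; qHTS 6-point titration, ~60 µM downward; luminescence read.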
NPC1 promoter act: qHTS Assay for NPC1 Promoter Activators | Huh7 NPC1 promoter luciferase reporter, 24 h | Potency, µM (top dose mostly 9.22 µM), for the others: top-dose activation, usual class: activators | 320,000 compounds, 2.4% hits;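 note: potency is the fitted concentration of half-maximal effect; % of control where 0% means no effect; nearly all actives have a fitted effect of over 60% in size; reporter is driven by a mutant NPC1 promoter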
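NPC1 promoter–luciferase Huh7 cells; 24 h compound; luminescence.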
RORgamma inh: qHTS for inhibitors of ROR gamma transcriptional activity | Nuclear receptor ROR-gamma (Mus musculus), P51450 | Drosophila S2 Gal4-RORgamma UAS-luciferase reporter, 20 h | Potency, µM (titrated, usually from 53.6 µM), for inactives: at the highest dose activity change, negative = inhibition, most hits filed as inhibitors | 310,000 compounds, 5.4% hits | AID 2551, 2010; note: potency is the fitted concentration of half-maximal effect; % is set by controls: 0 for no effect and ±100 for the full control effect; nearly all actives have a fitted effect of over 60% in size
Target sequence (P51450 whole entry, looked up, the tested form may be a part): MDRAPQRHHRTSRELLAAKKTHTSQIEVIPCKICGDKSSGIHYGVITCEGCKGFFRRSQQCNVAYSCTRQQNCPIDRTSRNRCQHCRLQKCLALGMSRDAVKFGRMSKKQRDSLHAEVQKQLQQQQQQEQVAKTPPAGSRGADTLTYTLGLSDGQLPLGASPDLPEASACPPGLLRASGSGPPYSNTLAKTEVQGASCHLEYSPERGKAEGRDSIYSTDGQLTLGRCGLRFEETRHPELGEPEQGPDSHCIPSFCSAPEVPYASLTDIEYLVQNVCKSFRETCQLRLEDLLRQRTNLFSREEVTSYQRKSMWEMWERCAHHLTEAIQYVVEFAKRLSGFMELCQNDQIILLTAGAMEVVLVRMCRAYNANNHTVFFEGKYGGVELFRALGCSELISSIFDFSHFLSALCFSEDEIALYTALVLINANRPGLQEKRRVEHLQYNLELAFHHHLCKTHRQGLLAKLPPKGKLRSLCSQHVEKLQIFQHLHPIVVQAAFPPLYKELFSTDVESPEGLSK
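Drosophila Schneider cells stably carrying a metallothionein-driven Gal4 DBD–ROR gamma fusion and a UAS-Photinus luciferase reporter were exposed to compound for 1 hr, then induced with copper sulfate (700 uM final) for 20 hr at ambient temperature before luminescence reading.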
Rab9 promoter act: qHTS Assay for Rab9 Promoter Activators; Huh7 Rab9 promoter-luciferase reporter, luminescence, 24 h; Potency, µM (series often up to 9.22 µM), without a hit: top-dose activation, negative = inhibition, hits mostly activators; 320,000 compounds, 2.8% hits; note: potency is the fitted concentration of half-maximal effect; % of control where 0% means no effect; nearly all actives have a fitted effect of over 60% in size
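Rab9 promoter-driven luciferase in stably transfected Huh7 cells; 1500 cells/well rested 2 h, exposed to compound in DMSO for 24 h at 37 °C, 5% CO2. Luminescence read 10 min after adding luciferase reagent at ambient temperature.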
FBPA coupling cs: qHTS Assay for Inhibitors of Fructose-1,6-bisphosphate Aldolase from Giardia Lamblia: Coupling assay counterscreen | coupling enzyme system counterscreen, AmpLite Red fluorescence | activity change, negative = inhibition, % at 58.2 µM, hits read low | 290,000 compounds, 0.67% hits | AID 2472, 2010; in the data active = activity change below about -30%; note: % is set by controls: 0 for no effect and ±100 for the full control effect
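Final compound at 57.5 uM, incubated 10 min at RT with coupling enzyme reagent (glyceraldehyde-3-phosphate), then 20 min with substrate and AmpLite Red detection. Fluorescence read at 525/598 nm; tests interference with the coupling assay, not aldolase inhibition.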
uPA generation: qHTS for Inhibitors of Cell Surface uPA Generation; 330,000 compounds, 0.31% hits; cell surface uPA generation assay, qHTS; Potency, µM (titrated, usually from 38.3 µM), without a hit: at the top dose activity change, negative = inhibition, hits mostly inhibitors; active = well fitted inhibition curve with a large enough effect; inconclusive = small, poorly fitted or top-dose-only effect; inactive = no such curve, though single readings can be large or run the other way; tested in mouse RAW 264.7 cells; note: potency is the fitted concentration of half-maximal effect; % is set by controls: 0 for no effect and ±100 for the full control effect; nearly all actives have a fitted effect of over 55% in size
ELG1 genotox: qHTS screen for small molecules that induce genotoxicity in human embryonic kidney (HEK293T) cells expressing luciferase-tagged ELG1; HEK293T ELG1-luciferase reporter, luminescence, 16 h; Potency, µM (doses to about 46 µM), without a hit: top-dose activity change, positive = activation, hits mostly activators; 330,000 compounds, 1.3% hits; AID 504466, 2011; note: potency is the fitted concentration of half-maximal effect; % of control where 0% means no effect; nearly all actives have a fitted effect of over 60% in size
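Genotoxic stress is detected as increased luminescence from luciferase-tagged ELG1 in HEK293T cells, measured with ONE-Glo after a 16 hr treatment at 37 °C.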
KCNH2 3.1 inh: qHTS for Inhibitors of KCHN2 3.1: Mutant qHTS. 340,000 compounds, 0.95% hits. AID 720553, 2013. U2OS KCNH2 3.1, thallium flux FluxOr; stronger effect = lower value. Potassium voltage-gated channel subfamily H member 2, brain isoform KCNH2 3.1 (human). activity change, % (tested at about 1.8 µM);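 active = maximum activity change below -70%; inconclusive = maximum activity change from -70% to -50%; inactive = maximum activity change above -50%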;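 note: thallium influx rate constant from kinetic fluorescence after stimulation buffer; % is set by controls: 0 for no effect and ±100 for the full control effect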
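FluxOr-based Tl+ influx in U2OS cells transduced with KCNH2 3.1 virus; rate constants normalized to DMSO controls.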
Tb PFK inh: qHTS Assay to Find Inhibitors of T. brucei phosphofructokinase | T. brucei PFK, ADP-Glo luminescence | Potency, µM (top dose mostly 57.5 µM), for inactives: at the highest dose activity, negative = inhibition, actives largely listed as inhibitors | ATP-dependent 6-phosphofructokinase (Trypanosoma brucei brucei), O15648 | 330,000 compounds, 0.17% hits;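 note: potency is the fitted concentration of half-maximal effect; 0% = uninhibited 1x PFK enzyme wells and -100% = no-enzyme wells; nearly all actives have a fitted effect of over 60% in size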
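In TEA buffer at pH 8.0 with 5 mM MgCl2, enzyme (1.25 nM) converted F6P (0.5 mM) and ATP (0.1 mM) for 45 min at room temperature. ADP product was read by luciferase luminescence.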
Gal4-VP16 FLuc: VP16 counterscreen qHTS for inhibitors of ROR gamma transcriptional activity; Drosophila S2 Gal4-VP16 UAS-luciferase, luminescence, 20 h; 310,000 compounds, 3.5% hits; Potency, µM (top dose mostly 53.6 µM), without a hit: at the top dose activity, negative = inhibition, actives largely listed as inhibitors;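 note: Gal4-VP16 expression switched on by copper sulfate through the metallothionein promoter; potency is the fitted concentration of half-maximal effect; % is set by controls: 0 for no effect and ±100 for the full control effect; nearly all actives have a fitted effect of over 50% in size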
* hit, by the source's call; ? = inconclusive; nt = not tested or not shown; ! = repeats disagree; [ ] = remark or other dose. Unless noted, calls come from the whole dose curve; as a rule, active = well fitted curve in the direction sought with a large enough effect; inconclusive = small, poorly fitted or top-dose-only effect, or another doubt; inactive = no such curve, though single readings can be large; an effect the other way counts as inactive or inconclusive.

SMILES	Giardia killer	FLuc counter	NPC1 promoter act	RORgamma inh	Rab9 promoter act	FBPA coupling cs	uPA generation	ELG1 genotox	KCNH2 3.1 inh	Tb PFK inh	Gal4-VP16 FLuc
CC(C)CN1CCNC(=O)C1CC(=O)NCc1cnn(-c2cccc(F)c2)c1 (stereo not given)	6	6%	-5%	-9%	12%	4	14%	-1%	1	6%	-13%
NS(=O)(=O)c1ccc(CCNC(=O)COC(=O)c2cc([N+](=O)[O-])ccc2N2CCOCC2)cc1	-8	0%	0%	nt	-5%	nt	1%	3%	-30	-1%	nt
C=CCN(CC=C)S(=O)(=O)c1ccc(F)cc1	-7	-3%	nt	0%	nt	0	nt	nt	13	nt	4%
C/C(=N\NC(=O)COc1ccccc1-c1ccccc1)c1cccnc1	16	-1%	-1%	20%	-5%	4	6%	-10%	14	1%	5%
C(=C\c1nc(-c2ccncc2)no1)/c1ccccc1	15	-2%	-3%	1%	-14%	1	-3%	-1%	0	2%	-7%
O=C1ON=C(c2ccccc2)/C1=C/c1ccc(O)cc1	-7	?	-4%	?	-1%	0	?	?	-10	-1%	?
CC1Cc2ccccc2N1C(=O)CCn1cccn1 (stereo not given)	2	-2%	-8%	1%	0%	0	17%	-1%	-4	1%	21%
COc1ccc(C(=O)N(C)C2(C)CCS(=O)(=O)C2)cc1OC (stereo not given)	-25	5%	-5%	nt	-5%	nt	2%	0%	5	2%	nt
Cc1oc(-c2ccc(Cl)cc2)nc1CS(=O)CC(=O)NCc1cccs1 (stereo not given)	13	0%	-1%	2%	-7%	4	-7%	0%	5	1%	2%
O=C(Nc1c(F)cc(F)cc1Br)c1cc(-c2ccccc2)on1	-1	-10%	2%	3%	7%	4	-7%	6%	-12	-4%	21%
Cc1ccc(C(OCC(O)CN2CCCCC2)c2ccccc2)cc1 (stereo not given)	-4	0%	3%	-17%	-1%	-1	0%	-3%	-34	1%	2%
OCC[C@@H]1C[C@H](O)[C@@H](O)[C@@]2(Cc3ccccc3O2)O1	8	5%	-1%	25%	-3%	1	-3%	3%	2	3%	-2%
CN(CCC1CCCCO1)C(=O)c1cc(COc2ccc(F)cc2F)on1 (stereo not given)	24	-13%	6%	41%	5%	2	?	-2%	-1	0%	3%
COC(=O)CCC(=O)N1CCCC(C(=O)c2cc(F)ccc2F)C1 (stereo not given)	-1	6%	0%	-6%	4%	2	4%	2%	-5	0%	-2%
Cc1c(C(=O)Nc2ccc(Cl)cn2)oc2ccccc12	-21	-6%	28%	?	21%	-2	3%	?	13	-7%	?
Cc1ccc(S(=O)(=O)N2CCN(C(=O)CSc3ccccn3)CC2)c(C)c1	8	-1%	-1%	nt	14%	nt	-12%	-1%	-4	-3%	nt
COc1ccc(C(C(=O)NC2CCCC2)N(C(=O)c2csnn2)C2CC2)cc1 (stereo not given)	-10	2%	-1%	-15%	0%	0	2%	-5%	-9	1%	-1%
COc1ccc(Br)cc1/C=N/NC(=O)c1cccnc1	-5	2%	-2%	-42%	0%	0	-5%	1%	1	-3%	-5%
CCOc1ccc2nc(CN3CCN(Cc4ccsc4)C(CCO)C3)ccc2c1 (stereo not given)	-1	-6%	0%	-19%	0%	-13	-4%	1%	-6	0%	2%
Cc1cccc(OCCn2ccnc2)c1C	-4	-2%	5%	25%	2%	3	-2%	-2%	1	-3%	-7%
COC(=O)c1cnc(Oc2ccc(NC(=O)NC(=O)c3ccccc3Cl)cc2)cc1C(F)(F)F	2	0%	-7%	-9%	-1%	0	-3%	7%	-23	-1%	-27%
Cc1cccc(NC(=S)NC(=O)CCc2ccccc2)c1C	5	-6%	-1%	2.5µM*	-1%	-5	10%	2%	1	-2%	?
CC(CO)NCC12CC3CC(CC(C3)C1)C2 (stereo not given)	-17	1%	-5%	24%	-4%	3	nt	0%	-11	0%	7%
S=C(NCCc1c[nH]c2ccccc12)NC1CC1	9	-10%	-1%	?	0%	-2	3%	nt	4	0%	-24%
COc1cc(NC(=O)c2cc3c(=O)n(C)c4ccccc4c3n2C)cc(OC)c1OC	21	1%	-6%	-28%	-8%	1	2%	7%	16	0%	-4%
O=C(Nc1nnc(S(=O)(=O)N2CCCCC2)s1)c1cccc(Br)c1	17	-14%	1%	?	9%	-20	10%	-7%	-7	1%	5%
CCS(=O)(=O)N1CCC(C(=O)NCCC2=CCCCC2)CC1	-8	1%	-2%	18%	0%	3	0%	0%	10	-2%	16%
C/C(=N\NC(=O)OC(C)(C)C)c1cccc([N+](=O)[O-])c1	5	?	12%	?	28%	0	-3%	?	-13	-1%	-2%
COc1ccc(C(C)=O)cc1COc1nc(C)nc2ccccc12	-9	-2%	-1%	17%	-2%	1	0%	1%	12	0%	1%
CCOC(=O)N1CCC(N2CCN(CCC(C)C)C(CCO)C2)CC1 (stereo not given)	-7	-1%	2%	4%	-4%	1	-18%	1%	8	-2%	0%
Cc1nc2ccc(NS(=O)(=O)c3ccc(F)c(C)c3)cc2[nH]1	0	-3%	-15%	?	-22%	-14	?	1%	-4	-5%	7.1µM*
CC1CCN(S(=O)(=O)c2ccc3c(c2)NC(=O)CS3)CC1	-3	0%	-6%	-17%	-7%	0	-2%	4%	15	1%	-1%
CN(C(=O)c1c(Br)cnn1C)C12CC3CC(CC(C3)C1)C2	nt	3%	0%	6%	-4%	0	nt	-1%	nt	2%	-1%
O=C1NC[C@H](c2ccccc2)N(CCc2cccc3ccccc23)C1=O	-2	4%	0%	-1%	-6%	5	-1%	-4%	26	-1%	-2%
CCCCCCc1cc2cc(C(=O)NCc3ccccc3)c(=N)oc2cc1O	-9	5%	-8%	?	0%	0	3%	1%	-8	1%	?
CC1(c2ccc(OC(F)F)cc2)NC(=O)N(CC(=O)Nc2ccc(S(N)(=O)=O)cc2)C1=O (stereo not given)	2	-10%	-4%	-12%	2%	1	9%	0%	1	-1%	-15%
CCC(C)NC(=O)CSc1nc2scc(-c3ccccc3)c2c(=O)[nH]1 (stereo not given)	-5	0%	-1%	19%	-3%	8	-2%	-1%	7	0%	-1%
CC(=O)c1cc(CC=C(C)C)c(O)c(CC=C(C)C)c1O	9	2%	1%	42%	4%	2	12%	-1%	-6	1%	0%
CC(C)c1ccc(/C=C/C(=O)NCc2ccc(S(N)(=O)=O)cc2)cc1	5	13µM*	-2%	20%	18%	1	-5%	1%	-9	1%	-4%
CCOC(=O)c1c(C)oc2ccc(O)c(CN3CCCCC3)c12	-15	0%	3%	-3%	-11%	-1	-5%	-7%	-1	2%	4%
COc1ccc(OC)c(S(=O)(=O)N2CCC(C(=O)Nc3cc(C)ccc3C)CC2)c1	-2	-6%	1%	-8%	2%	1	-3%	-2%	-6	-3%	-17%
COc1cccc(C2Nc3ccc4ccccc4c3C3=C2C(=O)CC(C)(C)C3)c1OCC(=O)O (stereo not given)	8	4%	0%	0%	-1%	8	17%	4%	2	-2%	-5%
Cc1ccccc1OCc1occc1C(=O)Nc1cccc(-n2cnnn2)c1	1	-15%	-4%	17%	2%	1	-18%	0%[9.26 µM]	-18	0%	-8%
COc1ccccc1NC(=O)N1CCOCC1	-23	1%	0%	-22%	2%	2	3%	0%	3	2%	-6%
CCCC(=O)Nc1nnc(S(=O)(=O)N2CCCCCC2)s1	11	11µM*!	-2%	-14%	-1%	0	9%	-3%	0	2%	-1%
COc1ccccc1-c1nnc(SCC(=O)O)n1-c1ccc(C)cc1	6	-3%	-7%	9%	0%	3	-2%	-2%	-9	-1%	-9%
O=C(c1ncc[nH]1)c1cccs1	-21	-4%	6%	3%	12%	2	-2%	5%	2	15%	2%
COc1cccc(CN(C)C(=O)C23CC4CC(CC(C4)C2)C3)c1	-1	-5%	-3%	-26%	-2%	-1	1%	-17%	-18	0%	8%
COc1ccc(C(=O)NCCS(=O)(=O)NC2CCCC2)cc1	4	1%	-5%	nt	-3%	nt	17%	0%	-11	-1%	nt

Profiles from above. Screens in order: Giardia killer | FLuc counter | NPC1 promoter act | RORgamma inh | Rab9 promoter act | FBPA coupling cs | uPA generation | ELG1 genotox | KCNH2 3.1 inh | Tb PFK inh | Gal4-VP16 FLuc
Listed for COc1cccc(C2Nc3ccc4ccccc4c3C3=C2C(=O)CC(C)(C)C3)c1OCC(=O)O (stereo not given) → 8 | 4% | 0% | 0% | -1% | 8 | 17% | 4% | 2 | -2% | -5%
Listed for O=C(c1ncc[nH]1)c1cccs1 → -21 | -4% | 6% | 3% | 12% | 2 | -2% | 5% | 2 | 15% | 2%
